Screens: PubChem, Broad Institute
RAD52 inh: blocks human RAD52 DNA annealing; P43351; recombinant RAD52 DNA annealing, FRET fluorescence; inhibition, % at 18.7 µM; 360,000 tested, 0.46% active;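 active = every replicate showing at least 50% inhibition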
F508del corr: correctors of CFTR F508del function in bronchial epithelial cells; 350,000 tested, 0.36% active; CFBE cells, YFP halide quenching; stimulated with forskolin plus potentiator P3; % fluorescence drop versus neutral controls; activity (quench increase), % at 7.58 µM;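 active = mean added fluorescence quench of at least 8% versus neutral control, with both replicates also reaching 8%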;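 also: cells transiently co-express mutant CFTR-F508del with the halide-sensitive YFP; corrector assay measuring rescue of mutant channel to the surface after 24 h compound exposure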
ERAP1 inh: blocks human ERAP1 aminopeptidase activity | Q9NZ08 | recombinant ERAP1, Leu-AMC fluorescence, 60 min | inhibition, % at 10.7 µM | 340,000 tested, 0.15% active | AID 652197;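 active = mean replicate inhibition of at least 30%, or all replicates individually reaching that 30% level; inactive = mean below 30% and not every replicate reaching it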;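 also: 0% = neutral control wells and 100% = L-leucinethiol positive control wells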
esBAF inh: inhibitors of esBAF chromatin remodeling in mouse ES cells; 350,000 tested, 2% active; Bmi1-luciferase knock-in reporter, 24 h; 100% = twice the neutral-well signal; reporter increase, % at 12.5 µM; AID 602393; in the data active = activation above about 40%;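 also: 0% = median of the plate's neutral control wells and 100% = double that signal; a rise in the Bmi1 reporter signal indicates esBAF inhibition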
RAD54 branch: RAD54 (human) branch migration inhibition; Q92698; RAD54 Holliday junction branch migration, FAM/BHQ fluorescence; inhibition, % at 10.4 µM; 360,000 tested, 0.14% active;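 active = mean normalized replicate activity at least 40 and at least half of replicates scoring 40 or more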;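 also: 0% = median of neutral control wells and 100% = median of positive control wells; inhibitors cause a drop in the FAM fluorescence signal; in these data hits start at about 50%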
Target sequence (Q92698 whole entry, looked up): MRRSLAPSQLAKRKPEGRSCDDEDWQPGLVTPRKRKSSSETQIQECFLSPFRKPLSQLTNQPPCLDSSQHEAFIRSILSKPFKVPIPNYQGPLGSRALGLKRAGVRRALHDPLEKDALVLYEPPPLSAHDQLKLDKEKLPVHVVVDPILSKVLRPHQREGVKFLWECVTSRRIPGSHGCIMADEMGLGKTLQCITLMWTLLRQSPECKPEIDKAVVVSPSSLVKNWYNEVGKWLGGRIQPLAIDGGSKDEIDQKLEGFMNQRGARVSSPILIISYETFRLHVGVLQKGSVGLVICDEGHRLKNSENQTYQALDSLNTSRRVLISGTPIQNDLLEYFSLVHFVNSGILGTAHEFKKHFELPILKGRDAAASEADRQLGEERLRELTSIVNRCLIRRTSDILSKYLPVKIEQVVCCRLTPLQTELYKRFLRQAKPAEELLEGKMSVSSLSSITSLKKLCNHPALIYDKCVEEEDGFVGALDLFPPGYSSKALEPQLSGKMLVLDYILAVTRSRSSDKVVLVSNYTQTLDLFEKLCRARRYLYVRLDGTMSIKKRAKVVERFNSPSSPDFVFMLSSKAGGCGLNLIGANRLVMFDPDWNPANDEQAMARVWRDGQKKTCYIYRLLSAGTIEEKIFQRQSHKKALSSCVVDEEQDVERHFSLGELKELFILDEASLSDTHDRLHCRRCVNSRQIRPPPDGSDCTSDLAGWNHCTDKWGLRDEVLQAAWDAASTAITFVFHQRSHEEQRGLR
ARNT TACC3 PPI: ARNT/TACC3 interaction disruption. 390,000 tested, 0.66% active. AID 623870. inhibition, % at 9.99 µM. AlphaScreen His-ARNT PAS-B/GST-TACC3 binding, luminescence; TACC3 fragment carries E629A point mutation. Q9Y6A5;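 active = mean inhibition of replicates at least 50% and at least half of replicates each reaching 50%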;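 also: 0% = complete ARNT plus TACC3 wells and 100% = ARNT alone without TACC3; many hits fall short of the cut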
GSIS activator: primary screen for activators of insulin secretion dependent on glucose, INS-1E cells, GLuc reporter luminescence; INS-1E GLuc reporter insulin secretion, 2-3 h; activation, % at 16.6 µM; 370,000 tested, 0.61% active; AID 743287;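 active = lowest replicate activation of at least 40%, so every replicate reaches that level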;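 also: 0% = median of neutral control wells and 100% = median of IBMX positive control wells; some compounds called inactive have numbers as strong as hits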
XiGFP reactiv: X-chromosome reactivation activator | activation, % at 7.58 µM | XiGFP mouse fibroblasts, % GFP-positive cells imaging, 3 d; cells co-treated with 5-aza-dC sensitizer; scaled so ellipticine positive control = 100% | 360,000 tested, 0.055% active;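 active = mean normalized replicate activation at least 10% and every replicate at or above 10%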;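 also: 0% = median of on-plate neutral control wells and 100% = ellipticine 6 µM median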
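Material: SV40-immortalized XiGFP fibroblast cells, line 68-5-11 | Buffer or medium: DMEM containing 5-aza-dC | Dosing: One concentration, pinned | Times: 3 d treatment, 15 min room-temperature fixation | Controls: Ellipticine 6 µM positive control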
Starred values were filed as active, the others as inactive; / = no result given; & = joins results of further samples.

Abbreviations: A = RAD52 inh; B = F508del corr; C = ERAP1 inh; D = esBAF inh; E = RAD54 branch; F = ARNT TACC3 PPI; G = GSIS activator; H = XiGFP reactiv
> Cc1c(C(=O)Nc2c(F)cccc2F)sc2ncnc(N3CCN(c4ccccc4)CC3)c12
  A: -8; B: 4.2; C: 10; D: /; E: /; F: /; G: 0; H: 0.0
> C[C@H]1CN([C@@H](C)CO)C(=O)Cc2cc(NC(=O)Cc3cn(C)c4ccccc34)ccc2O[C@@H]1CN(C)Cc1ccc(-c2ccccc2)cc1
  A: 4; B: 4.9; C: -9; D: 2; E: /; F: /; G: 8; H: -1.0
> Cc1ccc(S(=O)(=O)CCC(=O)OCC(=O)NCc2ccc(Cl)cc2)cc1
  A: -14; B: 0.7; C: 0; D: /; E: /; F: -22; G: -5; H: 0.0
> C[C@@H](NC(=O)C[C@H]1CC[C@H](NC(=O)Nc2ccc3c(c2)OCO3)[C@@H](CO)O1)c1ccccc1
  A: -3; B: -1.4; C: 3; D: -1; E: 1; F: -2; G: 3; H: 0.4
> O=C(c1ccc(F)cc1)N1CC(=O)N2[C@H](CO)[C@@H](c3ccc(C4=CCCC4)cc3)[C@@H]2C1
  A: 5; B: -0.1; C: 0; D: /; E: /; F: /; G: -12; H: 0.4
> CN1CCC(OC(=O)c2ccc(Cl)cc2Cl)CC1
  A: -2; B: /; C: -1; D: 1; E: 10; F: -21; G: 21; H: -0.1
> COc1ccc(/C=C/C(=O)OCC(=O)NC2CCCCCC2)cc1OC
  A: 4; B: 0.4; C: 0; D: -4; E: 0; F: -3; G: /; H: 0.3
> C=CCN1C(=O)/C(=C2/Sc3ccc(OC)cc3N2C)SC1=Nc1ccccc1
  A: -20; B: -1.4; C: -2; D: /; E: /; F: -4; G: 0; H: 0.0
> O=C(O)c1ccccc1C(=O)NC1Cc2ccccc2C1
  A: 4; B: -2.4; C: 0; D: /; E: /; F: 1; G: /; H: 0.0
> O=C(NCCN1CCCCC1)[C@H]1[C@H](CO)[C@H]2Cn3c(cccc3=O)[C@H]2N1Cc1ccccn1
  A: 1; B: /; C: 2; D: 5; E: -6; F: 1; G: 9; H: 0.0
> O=C(c1ccc(NC2=NC3CS(=O)(=O)CC3S2)cc1)N1CCN(Cc2ccccc2)CC1 (stereo unspecified)
  A: 14; B: -1.1; C: -4; D: -5; E: 9; F: -13; G: /; H: 0.1
> CSc1ccc(CCNC(=O)CCc2nnc3ccc(NCCCN4CCCC4=O)nn23)cc1
  A: -4; B: -1.2; C: -4; D: -2; E: -11; F: -7; G: -5; H: 0.0
> O=C(COC(=O)c1cc(Cl)nc(Cl)c1)NCCc1ccc(F)cc1
  A: -10; B: 2.2; C: 2; D: -9; E: 6; F: -1; G: -16; H: 0.0
> CCC(=O)N(C)C[C@@H]1Oc2cc(-c3ccccc3)ccc2S(=O)(=O)N([C@@H](C)CO)C[C@H]1C
  A: 4; B: -2.0; C: 1; D: -3; E: -1; F: -4; G: -4; H: -0.3
> COCCCNC(=O)N1c2ccccc2Sc2ccccc21
  A: -19; B: 0.9; C: 0; D: 2; E: -1; F: -2; G: -4; H: 0.2
> COc1ccc(C2(c3ccc(OC)cc3)NC(=O)N(CC(=O)Nc3ccccc3C(F)(F)F)C2=O)cc1
  A: -9; B: -1.4; C: -1; D: 4; E: -6; F: 4; G: -23; H: 0.1
> COc1ccc(C(=O)Nc2ccc(CN3CCCCC3)cc2)cc1
  A: 1; B: 1.4; C: -3; D: 9; E: -2; F: 4; G: -22; H: 0.0
> N#CCCN(C(=O)COC(=O)CCc1ccccc1)c1ccccc1
  A: -3; B: -1.7; C: -1; D: 3; E: 6; F: /; G: -2; H: 0.1
> Cc1noc(C)c1NC(=O)NCC[C@@H]1CC[C@H](NC(=O)c2ccccc2)[C@@H](CO)O1
  A: -9; B: -1.1; C: 1; D: -5; E: -5; F: -10; G: 7; H: 0.6
> O=[N+]([O-])c1ccc2c(c1)nc1n2CCN(CC2CCCO2)C1 (stereo unspecified)
  A: -22; B: -3.1; C: -1; D: 17; E: 12; F: -4; G: -11; H: -0.1
> O=C(Nc1ccccn1)c1cc(-c2cccnc2)nc2ccc(Br)cc12
  A: -18; B: /; C: -1; D: /; E: /; F: -12; G: /; H: 0.1
> O=C(Nc1ccc(F)cc1)N1C[C@@H]2N[C@H](C1)C2c1ccc(-c2cccnc2)cc1 (stereo partly specified)
  A: -5&-4; B: 0.8&-2.3; C: 4&1; D: /; E: /; F: /; G: -3&3; H: 0.0&0.0
> CC(=O)c1ccccc1Oc1cc(NN2CCCCC2)c([N+](=O)[O-])cc1[N+](=O)[O-]
  A: -5; B: 3.2; C: -2; D: -5; E: 8; F: -5; G: /; H: 0.0
> CC(=O)N(C)C[C@@H]1Oc2ncc(-c3ccc(C#N)cc3)cc2C(=O)N([C@H](C)CO)C[C@@H]1C
  A: 3; B: -3.2; C: -1; D: 4; E: 9; F: -8; G: 20; H: -1.1
> O=C(CCn1c(=O)oc2ccccc21)N(Cc1ccccc1)c1ccccc1
  A: -8; B: -0.8; C: 4; D: 5; E: 2; F: -1; G: -21; H: 0.1
> Cc1ccc(CO/N=C/c2c(O)cc(C)oc2=O)cc1
  A: -11; B: -2.5; C: 0; D: /; E: /; F: -11; G: 2; H: 0.1
> Cc1cc(S(=O)(=O)Nc2ccc(C(=O)NCC(c3ccco3)N(C)C)cc2)ccc1F (stereo unspecified)
  A: -13; B: -0.4; C: 0; D: -13; E: -1; F: 6; G: -15; H: 0.1
> COCC(=O)Nc1ccc2c(c1)OC[C@@H](C)NC[C@@H](C)[C@H](OC)CN(C)C2=O
  A: -11; B: /; C: 0; D: 4; E: 2; F: 4; G: 15; H: 0.3
> O=C(Nc1ccccc1F)N1CCCCN2[C@H](CO)[C@@H](c3ccc(C#Cc4cccnc4)cc3)[C@@H]2C1
  A: -14; B: 2.7; C: 1; D: -3; E: 8; F: 0; G: -6; H: 0.0
> CCCc1cc(=O)oc2c(C)c(OCC(=O)NCCN3CCOCC3)ccc12
  A: -7; B: -0.8; C: 2; D: -4; E: 2; F: 6; G: 1; H: 0.0
